aSyn UTR inh: MLPCN primary screen, SNCA 5' untranslated region | alpha-synuclein 5'UTR reporter, inhibitor activity | AID 1813 | 0.82% of 300,000 active | inhibition, % (tested at 7.5 µM); in the data active means inhibition above about 60%; inconclusive means no clear call, values can overlap the other calls;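 further: H4 neuroglioblastoma cells stably carrying SNCA 5'UTR luciferase fusion; 0% = DMSO wells and 100% = positive control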
HSF1 inhib: HSF1 inhibition; NIH3T3-HGL HSE-luciferase, MG132-induced, luminescence 8 h; active compounds read low; 0.77% of 300,000 active; AID 2098; activity change, negative = inhibition, % at 7.5 µM (by protocol);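 active means more than half of replicate wells show activity change below -50%, luminescence cut by over half; inconclusive means some wells, but at most half, below -50%; inactive means no replicate well below -50%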;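 further: luciferase reports HSF-1 transcriptional activity via heat shock element; 0% = median of DMSO wells and -100% = zero luminescence signal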
HSP90 refold inh: inhibitors of HSP90 luciferase refolding in rabbit reticulocyte lysate; inhibition, % at 5.6 µM; 0.91% of 290,000 active; luciferase refolding luminescence, 3 h; AID 1789;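 active means inhibition above the screen-wide mean plus 3 SD, computed separately per campaign, cut at about 16% in these data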;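 further: 0% = DMSO wells and 100% = 60 µM geldanamycin wells; inhibitors lower the luminescence because luciferase stays unfolded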
SKKanGAS inh: blocks kanamycin growth of S. pyogenes SKKanGAS strain | BacTiter-Glo, 6 h | 1.3% of 300,000 active | inhibition, % at 7.5 µM;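 active means mean replicate score, as percent of positive control median, at least 50; inconclusive means mean below 50 but one replicate at or above 50; inactive means mean and every replicate below 50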;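 further: strain carries kanamycin resistance gene driven by streptokinase promoter and grows in 40 µg/ml kanamycin; loss of luminescence reflects streptokinase promoter inhibition or plain growth inhibition; 0% = median of DMSO wells and 100% = positive control at its reference dose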
Platelet DG rel: platelet dense granule release activity. human platelet-rich plasma, SFLLRN dense granule ATP release, luminescence. inhibition, %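 (compounds screened at 7.5 µM in platelet-rich plasma)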. 0.22% of 300,000 active. AID 1663;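 active means mean replicate score, as percent of positive control, at or above 50; inconclusive means mean below 50 but at least one replicate at or above 50; inactive means mean and every replicate below 50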
IEC-6 cytotox: IEC-6 cytotoxicity, counter-screen for KLF5 inhibitors; luminescence viability; inhibition, % at 5 µM; 0.78% of 290,000 active; in the data active means inhibition above about 22%;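 further: 0% = plate median of test compound wells and 100% = cytotoxic reference compound wells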
KLF5 inhibitor: suppresses KLF5 promoter-driven expression | DLD-1 KLF5 promoter-luciferase reporter, luminescence | inhibition, % at 5 µM | 0.23% of 290,000 active;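 active means inhibition above a per-plate limit of that plate's mean compound inhibition plus 3 SD, cut at about 60% in these data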;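 further: 0% = DMSO wells and 100% = LY294002 at 200 µM; higher means less KLF5 promoter-driven luciferase light; inactives centre near -14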
HSF1 activator: increases HSF-1 driven luciferase reporter signal; NIH3T3-HGL HSF-1 luciferase reporter, MG132, 8 h; 100% = twice DMSO control signal; activation, % at 9 µM; 1.7% of 300,000 active; AID 504408;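 active means mean replicate activation of at least 50% with a set share of replicates each reaching 50%; inconclusive means only one of those two conditions met; inactive means mean below 50% and too few replicates reaching it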;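 further: 0% = median of the neutral control wells and 100% = twice that signal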
HIF act: HIF pathway transcriptional activation. U2OS HRE-luciferase reporter, luminescence; normalized: DMSO 0%, desferrioxamine 100%. activation, % at 7.5 µM (by protocol). AID 1910. 0.32% of 300,000 active;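 active means mean activation of at least 10% of the iron chelator positive control signal, with at least half of replicates also reaching 10%; inconclusive means mean and replicate majority disagree about reaching 10%; inactive means mean and most replicates under 10%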
AI-2 QS modul: Vibrio harveyi AI-2 quorum sensing modulation; activity change, % at 7.5 µM; Vibrio harveyi JMH597 AI-2 luminescence/OD600 ratio, 9 h; active compounds read low; strain lacks LuxN and CqsS sensors; 0 = neutral-control median; AID 2094; 0.4% of 300,000 active; in the data active means activity change below about -75%, passing the limit was not always enough; inconclusive means no clear call, values can overlap the other calls;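 further: luminescence divided by OD600 gain over 9 h not by final OD600 alone; inactives centre near 13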
* = called active by the depositor; ? = inconclusive; / = no result given.

SMILES	aSyn UTR inh	HSF1 inhib	HSP90 refold inh	SKKanGAS inh	Platelet DG rel	IEC-6 cytotox	KLF5 inhibitor	HSF1 activator	HIF act	AI-2 QS modul
CC(=O)OC[C@H]1O[C@@H](Sc2cccc3cccnc23)[C@H](OC(C)=O)[C@@H](OC(C)=O)[C@H]1OC(C)=O	-1	-5	5	-12	-28	-6	5	-4	0.4	10
COc1ccccc1NC(=O)COc1ccc(C(=O)NC2CCCc3ccccc32)cc1OC (stereo not given)	15	-5	0	14	0	-2	-13	0	0.5	16
COc1ccc2cc(S(=O)(=O)N3CCCCC3)ccc2c1S(=O)(=O)N1CCCCC1	-1	24	2	13	-12	2	-24	?	-0.2	27
Cc1ccc(C)c(N2CCN(CCCc3ccccc3)CC2)c1	7	-3	-2	-1	-4	2	-22	-21	0.4	-2
CCc1nonc1NC(=O)c1oc2ccc(C)cc2c1C	-112	2	-2	-4	-1	3	-102	16	4.1	-3
N#Cc1cccc(C(=O)OCC(=O)NCc2ccco2)c1	-2	-2	-1	-6	-17	1	-29	-3	0.1	40
Cc1cc(-c2ccc(Cl)cc2)n2ncnc2n1	-16	-16	2	3	9	5	10	-33	0.3	27
C#CCSc1nnnn1-c1ccc(Br)c(C)c1	-19	-10	-2	4	-10	4	-20	7	-1.7	-6
CCOC(=O)c1c(C)[nH]c(C)c1S(=O)(=O)NCCCc1ccco1	0	-6	1	0	8	8	3	-3	0.0	4
O=C(NCc1ccco1)/C(=C/c1ccco1)NC(=O)c1ccco1	20	-4	1	-10	-13	5	-8	23	-0.4	27
COc1ccc(-c2ccc(NS(=O)(=O)c3cc([N+](=O)[O-])c(C)c([N+](=O)[O-])c3)cc2)nn1	-12	1	-4	10	8	-4	-2	10	-0.7	19
O=C(NC1c2ccccc2-c2ccccc21)c1ccccc1	11	-9	-2	3	3	-4	-20	-7	0.6	21
Cn1c(C(=O)O)cnc1Sc1ncc(C(F)(F)F)cc1Cl	-4	1	-5	2	4	-2	0	25	-0.1	27
COc1ccc(-c2nc(NC(=O)C3=NN(c4cccc(C)c4)C(=O)CC3)sc2C)cc1	-26	-38	3	16	2	7	-15	-52	-0.7	3
Cc1ccc(-n2nc3cc(Cl)c(NC(=O)c4ccco4)cc3n2)cc1	-179	13	-3	1	-2	6	-49	26	1.7	12

Gathered by group: those above containing a carbonyl joined to an NH by a bond outside any ring.
SMILES	aSyn UTR inh	HSF1 inhib	HSP90 refold inh	SKKanGAS inh	Platelet DG rel	IEC-6 cytotox	KLF5 inhibitor	HSF1 activator	HIF act	AI-2 QS modul
COc1ccccc1NC(=O)COc1ccc(C(=O)NC2CCCc3ccccc32)cc1OC (stereo not given)	15	-5	0	14	0	-2	-13	0	0.5	16
CCc1nonc1NC(=O)c1oc2ccc(C)cc2c1C	-112	2	-2	-4	-1	3	-102	16	4.1	-3
N#Cc1cccc(C(=O)OCC(=O)NCc2ccco2)c1	-2	-2	-1	-6	-17	1	-29	-3	0.1	40
O=C(NCc1ccco1)/C(=C/c1ccco1)NC(=O)c1ccco1	20	-4	1	-10	-13	5	-8	23	-0.4	27
O=C(NC1c2ccccc2-c2ccccc21)c1ccccc1	11	-9	-2	3	3	-4	-20	-7	0.6	21
COc1ccc(-c2nc(NC(=O)C3=NN(c4cccc(C)c4)C(=O)CC3)sc2C)cc1	-26	-38	3	16	2	7	-15	-52	-0.7	3
Cc1ccc(-n2nc3cc(Cl)c(NC(=O)c4ccco4)cc3n2)cc1	-179	13	-3	1	-2	6	-49	26	1.7	12

Next part:
SMILES	aSyn UTR inh	HSF1 inhib	HSP90 refold inh	SKKanGAS inh	Platelet DG rel	IEC-6 cytotox	KLF5 inhibitor	HSF1 activator	HIF act	AI-2 QS modul
N#CCN1CCN(CC(=O)c2ccc(Br)cc2)CC1	-6	-2	3	3	3	1	13	25	-0.3	28
O=c1c2c(-c3ccccc3)csc2ncn1/N=C/c1c2ccccc2cc2ccccc12	-25	-13	1	-3	-1	0	-6	-4	0.7	12
COc1cccc(CC(NC(C)=O)C(=O)NC2CCN(C(=O)c3ccncc3)CC2)c1OC (stereo not given)	-4	-5	-3	2	2	4	-21	3	1.6	18
CCOC(=O)c1ccc(NC(=O)CN2CCN(C(=O)c3ccco3)CC2)cc1	9	0	0	8	-10	-3	-18	-4	-0.2	5
Cc1ccc(C)c(S(=O)(=O)N2CC(=O)N(CCc3ccccc3)C(=O)C2)c1	7	4	10	-2	11	-6	-21	15	0.1	17
O=C(NNC(=S)Nc1cccc2ccccc12)c1cccc(Br)c1	-79	17	0	4	6	0	0	35	3.8	28
CCOC(=O)c1nc(Nc2cc(Cl)ccc2OC)c2ccccc2n1	-1	-4	6	3	3	0	-29	-3	0.0	23
CCC1CCc2[nH]nc(C(=O)O)c2C1 (stereo not given)	15	-8	2	-8	-7	2	-30	-7	-0.3	36
O=C(Nc1cc(Cl)ccc1-n1cncn1)c1cc(F)c(F)c(F)c1F	-9	-5	/	-3	-20	/	/	-15	-0.1	33
COC(=O)c1sccc1NC(=O)Nc1ccccc1F	12	22	-3	0	30	-8	-23	58*	0.2	3
Cc1cc(C)nc(NC(=O)CCCC(=O)O)c1	-7	0	0	-2	-2	1	-31	9	-0.3	27
O=C(COC(=O)/C=C/c1ccccc1[N+](=O)[O-])NC1CC1	-16	1	-1	-7	16	-1	-3	-4	-1.1	1
NC(=O)CSCc1ccc(Br)cc1	-11	-2	2	-7	3	0	-48	-5	-0.5	-12
CCC1(CC)Cc2ccccc2-c2nc(-c3ccccc3)oc(=O)c21	10	2	-3	45	-14	-4	-41	1	-0.2	2
O=C(CCCC(=O)NC1CCCCC1)Nc1ccc([N+](=O)[O-])cc1	-7	-4	1	2	2	-7	-20	3	-0.2	10
CCC(C)[C@@H](C(=O)N1CCNCC1)n1cc(CCCN=C(N)N)nn1 (stereo not given in full)	2	9	0	5	-2	1	-23	9	-0.1	23
Cc1ccc(CSCC(=O)N(C)CC(=O)Nc2ccc(C)cc2)cc1	26	-72*	/	-8	1	/	/	-78	-24	36
COc1ccc(-c2cc(C(=O)NCC3CCCO3)c3ccccc3n2)c(OC)c1 (stereo not given)	-1	-6	2	3	1	2	-20	-11	-0.1	10
COc1ccc(CC(=O)N2CCCc3ccccc32)cc1	-16	-3	3	3	-1	-2	-38	1	1.2	5
CCOC(=O)/C(C#N)=C/c1c(N2CCCCCC2)nc2ccccn2c1=O	29	-7	6	8	6	10	-5	4	2.1	18
O=C(NCc1ccc2c(c1)OCO2)C1CCC(CNS(=O)(=O)c2cccc3nsnc23)CC1 (stereo not given)	38	0	-3	0	26	1	-21	0	0.1	24
C=CCNC(=O)COC(=O)/C=C/c1cccs1	-12	-12	-1	-5	1	-7	-7	-5	0.3	39
CC(=O)OC1CC(C)(C)N(OC(=O)c2ccc(N)cc2)C(C)(C)C1	13	17	0	/	3	1	-20	?	-0.1	13
Cc1cccc(N2CCN(S(=O)(=O)c3ccc4[nH]c(=O)ccc4c3)CC2)c1C	-1	-24	-1	-7	0	4	6	-34	0.0	22
Cn1c(=O)c2c(SCC(=O)Nc3ccc4c(c3)OCCO4)nc(CC(C)(C)C)nc2n(C)c1=O	37	-3	1	7	7	4	11	-7	-0.1	18
O=C(c1ccco1)N1CCN(C(=O)c2ccccc2[N+](=O)[O-])CC1	-3	-7	0	-1	0	-2	-2	-13	-0.2	27
COc1ccc(C(=O)OCC(=O)Nc2cccc(C(C)=O)c2)cc1OC	1	-7	-2	-2	2	6	9	-11	-4.1	13
CCN1CCN(c2cc(C)c3cc(NC(=O)c4ccc(Br)o4)ccc3n2)CC1	-85	10	-1	4	-2	3	-42	4	1.4	4
COc1ccccc1NC(=O)CSc1nnc2ccc(-c3cccnc3)nn12	5	3	-6	4	1	-6	-4	-12	-0.3	9
COc1c2ccoc2cc2oc(C)cc(=O)c12	15	-2	/	-3	0	/	/	2	0.3	44
Cc1ccc2c(c1)c1c3n2CCN(C(=O)C2CC2)C3CCC1 (stereo not given)	-13	-8	3	-2	27	1	-9	-8	0.1	10
CCC(C)[C@H](NC(=O)N1CCCC1)C(=O)OC (stereo not given in full)	1	-8	4	-1	9	-2	-30	-6	0.3	11
CN1C(=O)C2(OCCCO2)c2ccccc21	8	-4	-5	0	-1	0	-20	1	-1.7	16
CN(Cc1ccccn1)Cc1nc(COc2ccccc2)no1	-1	9	0	-8	27	5	-42	-3	-0.6	20
CN(CC(=O)NCc1ccncc1)S(=O)(=O)c1ccc(Br)cc1	-16	-4	3	-9	6	-1	-7	-4	0.1	-7
COc1cc(-c2noc(CCCC(=O)NC3CCCCC3)n2)cc(OC)c1OC	16	2	6	1	6	3	-11	4	-0.3	24
COc1ccc(CN(C)C(=O)c2ccc(NC(=O)CC3SC(N4CCCC4)=NC3=O)cc2)c(OC)c1OC (stereo not given)	3	-2	/	4	-21	/	/	-22	0.0	2
CCc1nnc(NC(=O)C(C)N2C(=O)C3C4C=CC(C4)C3C2=O)s1 (stereo not given)	16	1	-3	10	4	-1	6	13	0.5	29
CC1(C)Cc2ccccc2-c2nnc(SCC(=O)Nc3ccc4c(c3)OCO4)n21	4	13	-2	18	-1	-5	-14	?	0.2	9
CCCCS(=O)(=O)N1CCN(S(=O)(=O)c2cccs2)CC1	10	0	-1	4	-3	0	-50	-9	-0.1	7
C=CCOc1c(Cl)cc(CNc2ccc3[nH]c(=O)[nH]c3c2)cc1OC	21	-4	-6	-5	-13	6	-8	-12	-0.5	22
c1ccc(-c2nnc(NC3=NCCC3)o2)cc1	-7	-1	17*	6	-4	-1	-92	12	-3.4	13
COc1cccc(C2C3=C(N=C4SCC(=O)N42)c2ccccc2CC3)c1OC (stereo not given)	-14	24	-1	9	-4	0	-6	27	0.1	8
CCc1nnc(SCC(=O)Nc2ccccc2)n1CC1CCCO1 (stereo not given)	2	-11	-3	-1	-9	2	-38	-4	-0.2	8
COc1ccccc1CC(=O)Nc1ccc([N+](=O)[O-])cc1O	7	8	3	-16	-5	1	-2	-1	0.0	24
N#Cc1ccc(COC(=O)c2cnc(Cl)c(Cl)c2)cc1	11	-8	-3	-2	0	5	-3	-8	-0.2	12
Cc1cc(C)n(-c2nnc3n2N=C(c2c[nH]c4ccccc24)CS3)n1	6	/	0	-14	-7	12	9	/	2.4	37
O=C(Cc1coc(-c2ccc(F)cc2)n1)N1CCOCC1	-9	-2	5	-3	9	-1	-22	8	0.2	6
CCOCCCNC(=O)c1cc(Sc2ccc(F)cc2)nc2ccccc12	-11	0	0	-1	-3	-3	10	14	0.1	17
O=C(CCCCCN1C(=O)CCC1=O)NCc1ccccc1	4	-9	1	-2	1	-4	-10	2	0.5	13
Cc1ccc(-n2c(SCC(=O)Nc3ccc4c(c3)OCO4)nnc2-c2ccccn2)cc1	30	2	0	5	2	0	16	-5	-0.4	14

From PubChem BioAssay

Rows were taken by chance, and some 6% of all compounds hit somewhere here.
